TAG inh: inhibitors of triacylglycerol accumulation; inhibition, % at 12.5 µM; actives 0.66% (n = 230,000); H9c2 cells, Nile Red lipid (TAG) fluorescence; cells loaded with 200 µM oleic acid;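 active means pattern-corrected inhibition of lipid staining of at least 50% with the nuclear-stain viability signal not falling by more than 50%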;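 further: 0% = DMSO wells and 100% = triacsin C control wells; some results filed as inactive read as strong as hits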
TAG inh DAPI viability: also measured in TAG inh; calls as there; DAPI nuclei signal change (viability), lower = more cytotoxic, %;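 whole-well DAPI fluorescence read on a plate reader as a viability signal; minus 50 percent equals half of cells still viable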
The depositor's hits bear a star. An excerpt; the hit share may differ from the screen's.

SMILES | TAG inh | TAG inh DAPI viability
CC1CC(Nc2ccccc2)c2ccccc2N1C(=O)c1ccccc1F (configuration not stated) | -34 | 1
Cc1ccc(/C=C2/C(=O)N(c3ccccc3)C(=S)N2C)o1 | -2 | 3
CCOc1ccc(/C=N/NC(=O)CN2CCCCCCC2)cc1 | -19 | 7
Cc1cccc(-c2noc(-c3ccc4c(c3)OCO4)n2)c1 | -1 | 0
COCCN(Cc1nnc(-c2cccs2)o1)C(=O)CN1C(=O)NC2(CCCCC2)C1=O | -4 | 6
COc1cccc(C(=O)NCC(=O)N2CCN(c3ccc(C(F)(F)F)cn3)CC2)c1 | -16 | 4
Cn1nc(C(F)(F)F)c2cc(C(=O)Nc3ccc(Cl)cc3)sc21 | -3 | -4
CC1=NN(c2ccccc2)C(=O)C1C(=S)SC1CC(=O)NC1=O (configuration not stated) | 1 | 15
Cc1cccc(N2C(=O)/C(=C\c3ccc(C(=O)O)cc3)c3ccccc3C2=O)c1 | -8 | -5
O=C1NC[C@@H](Cc2ccc(O)cc2)N(CC2CCCCC2)C1=O | 18 | -2
Cc1cccc(CC2(O)C(=O)Nc3ccccc32)n1 (configuration not stated) | 4 | -1
CCOC(=O)C1=C(C)OC(=CC=Cc2ccccc2)C1=O | -3 | -3
Cc1ccccc1NC(=O)C(c1ccccc1)C1CCCC1 (configuration not stated) | -12 | 4
CC(C)CC(NC(=O)C1CCCN1C(=O)OC(C)(C)C)C(=O)NCC(N)=O (configuration not stated) | -2 | -1
COC1=C(Nc2ccccc2)C(=O)C(OC)=C(Nc2ccccc2)C1=O | 20 | 8
c1ccc(-c2ccc3nncn3c2)cc1 | 3 | 1
Cc1nc2cc(NS(=O)(=O)c3c(C)c(C)cc(C)c3C)ccc2s1 | 9 | -6
O=C1CCC(CCC(=O)N2CCCC(C(=O)c3cccc(C(F)(F)F)c3)C2)=NN1 (configuration not stated) | 1 | 3
CC(NC(=O)Nc1ccc(Cl)c(Cl)c1)C(c1ccccc1)N1CCOCC1 (configuration not stated) | 11 | -4
Cc1cc(C(=O)N(NC(=O)C(C)C)c2ccccc2)cs1 | -11 | -13
COc1ccc(-n2ccnc2SCC(=O)NCc2ccc3c(c2)OCO3)cc1 | 9 | -1
O=C(Nc1ccccc1C(=O)N1CCCCC1)c1cccc(S(=O)(=O)N2CCOCC2)c1 | 8 | -1
O=C(Nc1nnc(-c2ccc3c(c2)CCCC3)o1)c1c(F)cccc1F | 4 | 9
COc1cc(OC)cc(-c2nc(-c3ccccc3OC)no2)c1 | 4 | 9
Cc1cc(C)cc(NC(=O)N2CCCN(c3c(Cl)cncc3Cl)CC2)c1 | -14 | 6
CCOC(=O)c1cnc2c(c(C)nn2C)c1Oc1cc(Cl)cc(Cl)c1 | -1 | 0
N#C/C(=C\c1ccc(OCc2cccc(C(=O)O)c2)cc1)C(=O)NCc1ccco1 | 8 | -12
CNc1[nH]c(=O)[nH]c(=O)c1N=Nc1cc(Cl)ccc1Cl | -2 | 2
CSCCC(NC(=O)c1ccc(Cl)cc1Cl)C(=O)NNC(=O)c1ccncc1 (configuration not stated) | 16 | -3
CCOC(=O)N1CCN(c2c(NCc3ccccn3)c(=O)c2=O)CC1 | -3 | -7
COc1ccccc1-c1c(C)nn2c(N3CCC(C)CC3)cc(C)nc12 | -4 | 6
O=C1c2nccnc2C(=O)N1c1ccc(C(F)(F)F)cc1 | -1 | -5
Cn1c(=O)c2c(ncn2CC(=O)N2CCCc3ccccc32)n(C)c1=O | 12 | 19
CCOC(=O)c1ccc(NC(=O)CCNc2c(N3CCCC3)c(=O)c2=O)cc1 | -1 | 2
O=S(=O)(c1cnc(Cl)c(Cl)c1)N1CCN(c2ncccn2)CC1 | 4 | 7
Cc1ccc([N+](=O)[O-])cc1S(=O)(=O)N1CCCCC1C(=O)O (configuration not stated) | 9 | -3
COc1ccc(C(=O)NNC(=O)c2ccc(S(=O)(=O)N3CCCCC3)cc2)cc1 | -3 | 0
CN(C(=O)c1cccc(NC(=O)Cc2ccc(NC(=O)C3CCN(C(=O)C4CCCC4)CC3)cc2)c1)C1CCCCC1 | 2 | -1
NNC(=O)C1C(O)CCC2CN3CCc4c([nH]c5ccccc45)C3CC21 (configuration not stated) | -16 | 3
Cc1cccc(NC(=O)Nc2nnc([C@H]3C[C@H](O)[C@@H](CO)O3)s2)c1 | 13 | 8
O=C(COC(=O)CNC(=O)C1CCCCC1)NCc1ccc(Cl)cc1 | -11 | 6
Cc1ccccc1Cn1c2ccccc2c2cnn(CC(=O)NCc3ccco3)c(=O)c21 | 7 | 20
O=C(COC(=O)C1(c2ccccc2)CC1)NNC(=O)c1ccccc1F | 17 | 4
CC(=O)c1ccc(NC(=S)NCCc2ccc(S(N)(=O)=O)cc2)cc1 | 2 | -6
CCOc1ccccc1N1CC(C(=O)Nc2ccc3c(c2)OCCO3)CC1=O (configuration not stated) | -4 | -4
O=C(NCc1n[nH]c(=S)n1-c1ccccc1)c1cccs1 | 11 | 1
COCCn1nnnc1C(c1cc2cccc(C)c2[nH]c1=O)N1CCN(c2ccccc2F)CC1 (configuration not stated) | 12 | -6
O=C(NCCS(=O)(=O)N1CCN(c2ccccc2)CC1)c1ccc(Br)o1 | 4 | -11
O=C(c1cc(C2CC2)nn1-c1ccccc1)N1CCN(Cc2c(F)cccc2Cl)CC1 | -4 | -6
CCOC(=O)c1c(NC(=O)CC)sc2c1CCN(Cc1ccccc1)C2 | -14 | -6
Cc1cc(C)cc(C(=O)Nc2ccc3[nH]c(=O)[nH]c3c2)c1 | -2 | -6
Cc1cccnc1Sc1c([N+](=O)[O-])ncn1C | -2 | -5
CCN1CCN(c2c(Cl)cccc2NC(=O)c2ccc([N+](=O)[O-])cc2)CC1 | -8 | 4
CCCCC(=O)N(C)c1c(CC)nc2c(OCC3CCCCC3)cccn12 | 5 | 3
O=C(Cc1ccccc1)Nc1nnc(-c2ccccc2)o1 | -8 | 0
CSc1ccc(C#N)cc1NC(=O)c1ccc(Cl)cc1 | -9 | 0
COc1cc(OC)c(OC)cc1CN1CCN(C(=O)CC(C)C)CC1 | -3 | -5
COc1ccccc1NC(=O)c1nn(C)cc1Br | 0 | 6
Cc1cc(C)c(O)c(-c2cc(C(=O)NCCc3ccc(S(N)(=O)=O)cc3)[nH]n2)c1 | 11 | -1
COC(=O)c1sccc1NC(=S)Nc1cccc(F)c1 | 3 | -9

Continuation:
SMILES | TAG inh | TAG inh DAPI viability
Cc1ccc(N=Nc2c(C)[nH]n(C(N)=S)c2=O)cc1 | 2 | 9
CC(C)NC(=O)c1ccccc1N(Cc1ccccc1)S(C)(=O)=O | -2 | 5
COC(=O)CN1C2=NCCCN2c2ccccc21 | 8 | 1
COc1ccc(N2CCN(S(=O)(=O)c3cnc[nH]3)CC2)cc1 | -5 | -1
CC(=O)Nc1ccc(C(C)=NNC(=O)C2CCCC2)cc1 | 5 | 6
O=C(C[N+]1(CC#Cc2ccccc2)CCCCC1)c1ccc(Cl)cc1 | -32 | 2
CC(Sc1nnc(N)s1)C(=O)Nc1ccc(N2CCOCC2)cc1 (configuration not stated) | 12 | -7
Nc1ccnn1Cc1ccncc1 | -5 | 8
CC(=O)N1c2ccc(S(=O)(=O)N3CCC(C(=O)NC(C)c4ccccc4)CC3)cc2CC1C (configuration not stated) | 0 | -3
CC1CCCC(NC(=O)c2ccc(CNc3c(N4CCCC4)c(=O)c3=O)cc2)C1C (configuration not stated) | 7 | -3
Cc1ccc2c(CC(=O)OC3CCOC3=O)coc2c1 (configuration not stated) | 39 | -13
CCOc1ccc(S(=O)(=O)N2CCN(C(=O)c3cc(-c4ccccc4)nn3-c3ccccc3)CC2)cc1 | -17 | 9
CC(=O)c1ccc(NC(=O)CSc2nccn2C)cc1 | -4 | -3
COc1ccccc1Nc1nc(NCc2ccco2)c2ccccc2n1 | 0 | 6
O=C(CN1CCN(c2ccc(Cl)cc2)CC1)Nc1ccc(F)cc1 | -7 | 4

Full records, looked up by structure.
Results for CC(=O)Nc1ccc(C(C)=NNC(=O)C2CCCC2)cc1 → TAG inh: 5; TAG inh DAPI viability: 6
Results for COc1ccccc1Nc1nc(NCc2ccco2)c2ccccc2n1 → TAG inh: 0; TAG inh DAPI viability: 6

Remaining list, next part:
SMILES | TAG inh | TAG inh DAPI viability
CCCCN(CC)CCCNC(=O)Cn1nc(Cc2cccnc2)c2ccccc2c1=O | -1 | 8
Cc1ccc2c(c1)N(C(=O)CCC(=O)NC1CCN(Cc3ccccc3)CC1)CC(C)O2 (configuration not stated) | -9 | -2
Cn1c(=O)c2c(ncn2CC(=O)N/N=C/C=C/c2ccco2)n(C)c1=O | -1 | 1
CN1C(=O)c2oc3ccccc3c(=O)c2C1c1ccncc1 (configuration not stated) | -15 | -4
CCN(CC)C(=O)c1ccc(-c2nnc(Nc3ccc(C(=O)NC)cc3)c3ccccc23)cc1 | -3 | 11
COC(=O)c1ccccc1NC(=O)CCCOc1cc(=O)n(C)c2ccccc12 | 29 | -4
CN(Cc1ccccc1)C(=O)CCN1C(=O)c2cccc([N+](=O)[O-])c2C1=O | -2 | -4
COC(=O)c1[nH]c2ccc(C)cc2c1NC(=O)C1=COCCO1 | -8 | -10
C=C(C)CNC(=O)c1ccc(OC2CCN(S(=O)(=O)N(C)C)CC2)cc1 | 10 | -10
COC(=O)c1ccn(Cc2ccccc2Cl)n1 | 6 | -6
O=C(CCC(=O)N1CCOCC1)NCc1cccc(C(F)(F)F)c1 | -4 | -4
Cc1noc(C)c1S(=O)(=O)Nc1ccc(C(=O)O)cc1 | 19 | -1
COc1ccc(C2C(C(=O)N3CCCCC3)c3ccccc3C(=O)N2C)cc1 (configuration not stated) | -18 | -5
Cc1ccc(Nc2cc(C)nn2-c2nc(C)cc(=O)[nH]2)cc1 | -47 | -12
Cn1ccc(NC(=O)c2ccc(Cl)cc2Cl)n1 | -3 | 5

Nothing new here: 21 of the compounds above.
SMILES | TAG inh | TAG inh DAPI viability
CC1CC(Nc2ccccc2)c2ccccc2N1C(=O)c1ccccc1F (configuration not stated) | -34 | 1
Cc1ccc(/C=C2/C(=O)N(c3ccccc3)C(=S)N2C)o1 | -2 | 3
CCOc1ccc(/C=N/NC(=O)CN2CCCCCCC2)cc1 | -19 | 7
Cc1cccc(-c2noc(-c3ccc4c(c3)OCO4)n2)c1 | -1 | 0
COCCN(Cc1nnc(-c2cccs2)o1)C(=O)CN1C(=O)NC2(CCCCC2)C1=O | -4 | 6
COc1cccc(C(=O)NCC(=O)N2CCN(c3ccc(C(F)(F)F)cn3)CC2)c1 | -16 | 4
Cn1nc(C(F)(F)F)c2cc(C(=O)Nc3ccc(Cl)cc3)sc21 | -3 | -4
CC1=NN(c2ccccc2)C(=O)C1C(=S)SC1CC(=O)NC1=O (configuration not stated) | 1 | 15
Cc1cccc(N2C(=O)/C(=C\c3ccc(C(=O)O)cc3)c3ccccc3C2=O)c1 | -8 | -5
O=C1NC[C@@H](Cc2ccc(O)cc2)N(CC2CCCCC2)C1=O | 18 | -2
Cc1cccc(CC2(O)C(=O)Nc3ccccc32)n1 (configuration not stated) | 4 | -1
CCOC(=O)C1=C(C)OC(=CC=Cc2ccccc2)C1=O | -3 | -3
Cc1ccccc1NC(=O)C(c1ccccc1)C1CCCC1 (configuration not stated) | -12 | 4
CC(C)CC(NC(=O)C1CCCN1C(=O)OC(C)(C)C)C(=O)NCC(N)=O (configuration not stated) | -2 | -1
COC1=C(Nc2ccccc2)C(=O)C(OC)=C(Nc2ccccc2)C1=O | 20 | 8
c1ccc(-c2ccc3nncn3c2)cc1 | 3 | 1
Cc1nc2cc(NS(=O)(=O)c3c(C)c(C)cc(C)c3C)ccc2s1 | 9 | -6
O=C1CCC(CCC(=O)N2CCCC(C(=O)c3cccc(C(F)(F)F)c3)C2)=NN1 (configuration not stated) | 1 | 3
CC(NC(=O)Nc1ccc(Cl)c(Cl)c1)C(c1ccccc1)N1CCOCC1 (configuration not stated) | 11 | -4
Cc1cc(C(=O)N(NC(=O)C(C)C)c2ccccc2)cs1 | -11 | -13
COc1ccc(-n2ccnc2SCC(=O)NCc2ccc3c(c2)OCO3)cc1 | 9 | -1

(cont.)
SMILES | TAG inh | TAG inh DAPI viability
N#CCCN(Cc1cccnc1)C(=O)c1ccc(S(=O)(=O)N2CCOCC2)cc1 | 2 | 1
O=c1c2cc(N3CCOCC3)ccc2[nH]c(=S)n1Cc1ccco1 | 15 | 3
COc1cccc(CC(=O)OCC(=O)NC2(C#N)CCCC2)c1 | -5 | 7
O=C(CNC(=O)c1ccc(Cl)cc1)OCC(=O)c1ccccc1 | 2 | -2
CCCc1cc(C(=O)N2CCN(C(c3ccccc3)c3ccccc3)CC2)no1 | 4 | -6
O=C(c1cccc(NS(=O)(=O)c2cccc(F)c2)c1)N1CCCC1 | 3 | 1
Cc1ccc(NC(=S)Nc2cc(C(=O)O)ccc2N2CC3CC(C2)c2cccc(=O)n2C3)cc1C (configuration not stated) | -15 | 1
Cc1cc(CNC[C@H]2O[C@@H](n3ccc(N)nc3=O)[C@H](O)[C@@H]2O)no1 | -2 | 3
O=C(N/N=C/c1ccncc1)c1ccc(NC(=O)c2ccc(Cl)cc2)cc1 | 6 | 3
COc1ccc(-c2cnc3c(NC=O)cc(-c4cccc(NS(C)(=O)=O)c4)cn23)cc1OC | 65* | -46*

Compound activity as filed in PubChem.
